HCMV antiviral: human cytomegalovirus inhibition; HFF cells, HCMV-luciferase reporter, 72 h; active compounds read low; activity change, negative = inhibition, % at 57.5 µM; hit rate 4.5% among 410,000; in the data active means activity change below about -60%; inconclusive means no clear call, values can overlap the other calls; inactive means above about -39%
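Inhibition of viral replication was scored as loss of reporter luminescence in HFFs infected with HCMV-luciferase (MOI 1 PFU/cell) for 72 h; compounds tested at 2 doses, normalized to buffer and Salinomycin controls.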
AmpC inh no detg: inhibitors of E. coli AmpC beta-lactamase without detergent; P00811; AmpC nitrocefin hydrolysis, absorbance 480 nm, 0.0001% Triton; Potency, µM (top dose mostly 57.1 µM), for the others: at the top dose activity change, negative = inhibition, hits mostly inhibitors; hit rate 0.52% among 330,000; AID 485341;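 further: potency means the concentration at half of the fitted maximal effect; plate controls were no compound for no effect and no enzyme for full effect; nearly all actives have a fitted effect of over 20% in size; some results filed as inactive show a strong effect at the top dose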
Target sequence (P00811 whole entry, looked up): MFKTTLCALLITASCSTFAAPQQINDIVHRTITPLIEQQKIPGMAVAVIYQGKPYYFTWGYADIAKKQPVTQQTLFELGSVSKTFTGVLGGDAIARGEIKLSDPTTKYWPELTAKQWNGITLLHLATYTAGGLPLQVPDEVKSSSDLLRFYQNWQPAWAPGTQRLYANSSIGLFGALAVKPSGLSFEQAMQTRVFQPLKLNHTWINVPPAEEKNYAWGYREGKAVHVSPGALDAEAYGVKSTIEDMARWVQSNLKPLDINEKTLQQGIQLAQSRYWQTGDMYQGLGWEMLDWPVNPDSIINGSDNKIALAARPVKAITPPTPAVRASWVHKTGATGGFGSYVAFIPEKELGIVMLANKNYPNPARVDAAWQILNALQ
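AmpC (5.3 nM in the dispensed reagent) in 20 mM phosphate pH 7.0 with 0.01% (detergent screen) or 0.0001% Triton X-100 was preincubated with compounds for 15 min at room temperature. Nitrocefin was then added from an 800 uM solution, and hydrolysis was followed at 480 nm.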
FBPA Giardia inh: blocks Giardia fructose-bisphosphate aldolase activity | purified Giardia FBPA | Potency, µM (highest dose often 59.6 µM), for the others: at the highest dose activity, negative = inhibition, most hits filed as inhibitors | A8B2U2 | hit rate 0.71% among 290,000; further: potency means the concentration at half of the fitted maximal effect; nearly all actives have a fitted effect of over 55% in size
Target sequence (A8B2U2 whole entry, looked up): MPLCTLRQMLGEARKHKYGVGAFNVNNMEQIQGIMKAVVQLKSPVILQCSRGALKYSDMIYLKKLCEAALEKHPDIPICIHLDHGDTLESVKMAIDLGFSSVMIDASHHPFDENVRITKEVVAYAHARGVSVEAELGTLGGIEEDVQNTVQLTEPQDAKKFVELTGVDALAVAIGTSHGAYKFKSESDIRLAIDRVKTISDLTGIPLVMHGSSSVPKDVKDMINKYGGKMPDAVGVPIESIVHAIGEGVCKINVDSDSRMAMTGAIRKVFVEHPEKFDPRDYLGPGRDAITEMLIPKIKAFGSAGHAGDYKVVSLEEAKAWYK
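40 nM FBPA preincubated 10 min at RT with compound (up to 57.5 uM final), then substrate plus GAPDH/TPI/NAD/arsenate coupling and diaphorase/resazurin added. Fluorescence read after 20 min at RT, 525/598 nm.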
AmpC detergent: blocks E. coli AmpC beta-lactamase in detergent assay | Potency, µM (highest dose often 114 µM), for inactives: top-dose activity change, negative = inhibition, actives largely listed as inhibitors | P00811 | AmpC hydrolysis of nitrocefin, absorbance 480 nm, 0.01% Triton | hit rate 0.041% among 370,000 | AID 485294;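 further: potency means the concentration at half of the fitted maximal effect; 0% = no-compound wells and -100% = no-enzyme wells; nearly all actives have a fitted effect of over 25% in size; some results filed as inactive show a strong effect at the top dose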
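AmpC (5.3 nM in the dispensed reagent) in 20 mM phosphate pH 7.0 with 0.01% (detergent screen) or 0.0001% Triton X-100 was preincubated with compounds for 15 min at room temperature. Nitrocefin was then added from an 800 uM solution, and hydrolysis was followed at 480 nm.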
Sm TGR inh: inhibitors of Schistosoma mansoni thioredoxin glutathione reductase; purified TGR, DTNB reduction, TNB absorbance 405 nm; Potency, µM (top dose mostly 114 µM), for the others: at the top dose activity change, negative = inhibition, actives largely listed as inhibitors; hit rate 3% among 360,000; AID 485364; Q962Y6; further: potency means the concentration at half of the fitted maximal effect; nearly all actives have a fitted effect of over 60% in size
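First, TGR (20 nM dispensed) and NADPH were mixed with compound. Second, a 15 min room-temperature incubation followed. Third, further NADPH and then DTNB were added to start the reaction. Finally, TNB absorbance was monitored kinetically.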
AMA1 RON2 block: disrupts binding of P. falciparum AMA1 to RON2; AlphaScreen AMA1-biotinylated RON2 peptide binding; Potency, µM (doses to about 58.2 µM), inactives show at the highest dose activity change, negative = inhibition, usual class: inhibitors; hit rate 0.2% among 360,000;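 further: potency means the concentration at half of the fitted maximal effect; 0% = vehicle wells and -100% = peptide control; nearly all actives have a fitted effect of over 45% in size; some results filed as inactive show a strong effect at the top dose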
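AMA1 (3D7) with his tag at 25 nM final met compounds first, then biotinylated RON2 peptide at 25 nM; detection used donor plus acceptor beads, 10 µg/mL apiece, read by AlphaScreen after 30 min at room temperature.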
* marks the source's active call; other numbers are inactive results; ? = inconclusive; / = no result given; & = joins results of further samples; [ ] = dose if it differs, or a comment. Unless noted, the call rests on the fitted dose curve; in most records, active means well fitted curve in the direction sought with a large enough effect; inconclusive means small, poorly fitted or top-dose-only effect, or another doubt; inactive means no such curve, though single readings can be large; an effect the other way counts as inactive or inconclusive. Unless noted, on the % scale 0 is the no-effect control and ±100 the full control effect.

| molecule | HCMV antiviral | AmpC inh no detg | FBPA Giardia inh | AmpC detergent | Sm TGR inh | AMA1 RON2 block |
| --- | --- | --- | --- | --- | --- | --- |
| CCOC(=O)N1CCN(C(=O)c2cc(C)no2)CC1 | -18 | -18% | 4% | -11% | -8% | -2% |
| c1ccc(CSCCc2ccncc2)cc1 | -25 | -7% | 6% | 2% | -8% | 30% |
| COc1ccc(/C(CC2(O)C(=O)Nc3ccccc32)=N\O)cc1 (stereo not drawn) | -19 | -14% | 1% | -10% | -3% | 13% |
| O=C(O)CC(NC(=O)c1ccc2c(c1)OCO2)c1cccc([N+](=O)[O-])c1 (stereo not drawn) | -4 | -28% | 4% | -3% | 8% | -6% |
| CCOc1ccccc1C1NC(=O)c2ccccc2O1 (stereo not drawn) | 10 | -15% | 10% | ? | 44%[activator] | -14% |
| O=C(NCC(c1ccc(Cl)cc1)N1CCCCC1)c1ccc(F)cc1 (stereo not drawn) | 3 | / | / | 20% | 2% | / |
| CCC(C)c1ccc(OCC(=O)Nc2cccc3ccc(C)nc23)cc1 (stereo not drawn) | 0 | / | / | -4% | 13% | / |
| CC(C)c1ccc(NC(=O)COC(=O)CCC(=O)c2cccs2)cc1 | 21 | -2% | -1% | -6% | -17% | 0% |
| CCC(C)CCN1C(N(C)C)=NC[C@@H]1Cc1ccccc1 (stereo partly drawn) | -67* | 5% | / | -3% | -1% | 0% |
| CCc1ccc(CNC(=O)Cn2nc(C)c3c(C)n(-c4ccc(C)cc4)nc3c2=O)cc1 | 0 | / | / | 7% | 8% | / |
| CCOc1ccccc1N(C)C(=O)Cn1nc(Cc2ccncc2)c2ccccc2c1=O | -31 | / | / | 3% | -3% | / |
| Cc1ccc(NC(=O)c2ccc3nc[nH]c3c2)nc1 | 56 | -13% | / | 3% | 5% | 1% |
| CCOC(=O)N1CCN(S(=O)(=O)c2ccc(C(=O)N(CCN(C)C)c3nc4ccc(CC)cc4s3)cc2)CC1 | -39 | 10% | -25% | -15% | -12% | 3% |
| Cc1nc2cc(-c3ccc(Cl)cc3)nn2c(C)c1CCC(=O)NC(C)c1ccc2c(c1)OCCO2 (stereo not drawn) | -6 | 99%[activator] | -6% | -10% | -11% | -9% |
| COc1ccc(N2CC(O)=C(c3nc(-c4ccc(F)cc4)cs3)C2=N)cc1 | -26 | -27% | -2% | -1% | -7% | 12% |
| COC(=O)c1ccc2[nH]c(C)c(CN3CCCC3)c(=O)c2c1 | 15 | -2% | -28% | -1% | -3% | -8% |
| c1ccc(C2=NCCCN2)cc1 | 8 | -6% | 0% | ? | 0% | 5% |
| Cc1cc(NC(=O)C2CC(c3cccc(Br)c3)=NO2)no1 (stereo not drawn) | 45 | -8% | 0% | 5% | 5% | 4% |
| CCOc1ccc(C(=O)NCCN2CCCC2)cc1 | -27 | 1% | -10% | -3% | 13% | 0% |
| Cc1cc(-n2c(SCC(=O)NCc3ccccc3)nc3ccsc3c2=O)ccc1Cl | ? | / | / | -3% | 3% | / |
| Cc1ccn2c(NCc3ccccc3)c(-c3cccc(SC4CCCCC4)c3)nc2c1 | 10&0 | -23% | / | / | / | 12%&-6% |
| CS(=O)(=O)c1ccc(NC(=O)CCN2C(=O)C3CC=CCC3C2=O)cc1 (stereo not drawn) | -26 | -15% | / | -10% | -9% | 10% |
| O=C(Nc1ccccc1Cl)c1ccc([N+](=O)[O-])o1 | -101* | -9% | -4% | -1% | ? | 28% |
| CC1CC(C)CN(CCCNC(=O)c2ccc(CS(=O)(=O)Cc3ccccc3F)o2)C1 (stereo not drawn) | -73* | -11% | -4% | -7% | ? | -13% |
| CC(C)c1ccc(NC(=O)COc2nnc(-c3cccs3)c(-c3cccs3)n2)cc1 | -11 | -51% | 1% | ? | 2% | 15% |
| N#CC1(NC(=O)COC(=O)c2ccc(Cl)nc2)CCCCC1 | -14 | -12% | / | 0% | 19% | -13% |
| O=C(Cn1c(=O)n(CCC(=O)N2CCCCC2)c(=O)c2sccc21)NCc1ccccc1 | -34 | -3% | 5% | -5% | 3% | 11% |
| CC(=O)Nc1cccc(C(=O)N(CCc2ccccc2)Cc2ccccc2)c1 | 16 | -5% | / | 3% | 2% | 61%[activator] |
| Cc1ccccc1NC(=O)OCc1ccccc1 | 47 | -17% | 4% | -11% | -16% | 2% |
| Cc1ccc(-c2nnc(SCC(=O)NC3CC3)o2)cc1 | 33 | 0% | / | -3% | 10% | 7% |
| O=C(c1ccccc1)c1c[nH]c(C(=O)NNc2ccccc2)c1 | ? | -42% | 2% | 0% | -21% | ? |
| CCOC(=O)N1CCN(c2cc(C)nc3nc(C)nn23)CC1 | 21 | -18% | -2% | -6% | 2% | -3% |
| OCC1(Cc2ccccc2)CCCN(Cc2ccc(-c3ccco3)cc2)C1 (stereo not drawn) | -8 | 14% | 1% | -1% | 35µM* | -11% |
| Cc1ccc(NC(=O)c2nc[nH]c2C(=O)N2CCN(C(=O)OC(C)(C)C)CC2)cc1 | -26 | 27% | / | -2% | 0% | 54%[activator] |
| O=C(Nc1ccncc1)Nc1cccc(C(F)(F)F)c1 | -80* | -49% | 8% | ? | -3% | 5% |
| COc1cc(C(=O)N2CCN(C(=O)C3CC3)CC2)cc(OC)c1OC | 56 | -21% | 1% | -7% | -3% | -5% |
| COc1ccccc1NC(=O)C(=O)N1N=C(C(C)C)CC1(O)C(F)(F)F (stereo not drawn) | 40 | -19% | 10% | -3% | -15% | 42%[activator] |
| N#Cc1ccc[n+](CC(=O)c2ccc(Cl)cc2)c1 | 3 | -18% | -21% | 0% | -19% | -21% |
| O=C(CSc1nc2ccccc2c(=O)n1NC(=O)Cc1ccccc1)NCCc1ccccc1 | -29 | -25% | 1% | 0% | 13% | -9% |
| Cc1cc(C(=O)COC(=O)C2=NNC(=O)CC2)c(C)n1CCc1ccccc1 | -3 | 15% | 9% | -4% | -4% | -6% |
| CC1CCCCN1C(=O)CSc1nc2ccccc2nc1Cc1ccccc1 (stereo not drawn) | -72* | / | / | 4% | -2% | / |
| O=C(N/N=C/c1ccc[nH]1)c1ccc2c(c1)OCO2 | 52 | -26% | -20% | 3% | -4% | -21% |
| CCc1ccc(S(=O)(=O)N2c3ccc(C)cc3C3CN(C)CCC32)cc1 (stereo not drawn) | ? | 107%[activator] | / | ? | -5% | -6%[11.6 µM] |
| Cc1ccc(-c2nnn3c2nc(NCCc2ccccc2)c2ccccc23)cc1 | 28 | / | / | -8% | 2% | / |
| COc1cc(C(=O)c2ccccc2)c([N+](=O)[O-])cc1OC | -18 | -3% | 6% | 3% | -30% | -9% |
| COc1ccc(NC(=O)CC2Oc3ccc(C)cc3NC2=O)cc1 (stereo not drawn) | -38 | -16% | -2% | -13% | -4% | -1% |
| COc1ccc(/C=C/c2nc(S(=O)(=O)c3ccccc3)c(NCCCN(C)C)o2)cc1OC | 43 | 55% | -13% | 3% | ? | 13% |
| CC(NC(=O)NC(=O)c1ccc(Cl)cc1)c1ccccc1 (stereo not drawn) | ? | -15% | 0% | -5% | 0% | 0% |
| CCC(C(=O)N1CCN(c2ccccc2OC)CC1)c1ccccc1 (stereo not drawn) | ? | 109%[activator] | 11% | 10% | -1% | -6% |
| CCOC(=O)C1CCCN(S(=O)(=O)c2cccc3cccnc23)C1 (stereo not drawn) | 26 | -16% | 2% | -6% | 6% | -2% |
| CCOc1ccc(C(C(=O)NCC2CCCO2)N(C(=O)c2snc(C(N)=O)c2N)c2cccc(F)c2)cc1 (stereo not drawn) | -14 | 169%[activator] | -6% | -12% | 0% | -8% |
| Cc1cc(C)n2ncc(C(=O)Nc3ccc(Cl)c(Cl)c3)c2n1 | -13 | -5% | -1% | 3% | 18% | 0% |
| CS(=O)(=O)N1CCC(C(=O)NCCc2ccccc2)CC1 | 15 | -15% | 0% | -3% | -4% | 2% |
| COc1ccc(S(=O)(=O)N2CCCN(CCC(=O)Nc3cccc(C(F)(F)F)c3)CC2)cc1 | 21 | 115%[activator] | -19% | -5% | 18% | 4% |
| O=C(O)CCc1n[nH]c(=S)[nH]c1=O | 31 | -4% | ? | 0% | -1% | 133%[activator] |
| O=C(CN1C(=O)C2CC=CCC2C1=O)NCc1cccs1 (stereo not drawn) | -33 | -3% | 1% | -1% | 29% | -8% |
| CC(C)(C)c1cnnn1-c1ccc(NC(=O)c2ccc(Br)o2)cc1 | -21 | -23% | 3% | 4% | -1% | -2% |
| CCOc1ccc(S(=O)(=O)N2CCCC(C(=O)NC3CC3)C2)cc1Cl (stereo not drawn) | -18 | 43% | / | -1% | -5% | -9% |
| Cc1c(C(=O)N2CCC3(CC2)CC(=O)c2ccccc2O3)cccc1[N+](=O)[O-] | 6 | 38% | / | -4% | 1% | -4% |
| N#CCN(CC#N)C(=O)C1c2ccccc2Oc2ccccc21 | -10 | -14% | 3% | -5% | -7% | 1% |

Other results:
| molecule | HCMV antiviral | AmpC inh no detg | FBPA Giardia inh | AmpC detergent | Sm TGR inh | AMA1 RON2 block |
| --- | --- | --- | --- | --- | --- | --- |
| Cc1ccc(S(=O)(=O)NCc2ccncc2)cc1C | -68* | -7% | 6% | 5% | 12% | 0% |
| Nc1nnc(SCC(=O)Nc2cccc(S(N)(=O)=O)c2)s1 | -26 | -21% | -9% | 3% | -2% | 6% |
| COc1ccc(Cc2nc3ccc(C(=O)N(C)CCCN4CCOCC4)cc3o2)cc1 | -39 | 77%[activator] | / | 0% | -1% | -14% |
| Cc1cc(=O)n(Cc2ccccc2)c2c(C)cccc12 | 32 | -10% | 2% | 0% | 1% | 8% |
| CC(C)CN(C(=O)COC(=O)/C=C/c1ccccc1)C1CCS(=O)(=O)C1 (stereo not drawn) | -4 | -1% | / | ? | 2% | -9% |
| CCOn1c(=O)c(-c2cc(OC)ccc2OC)[n+]([O-])c2ccccc21 | 6 | -7% | 12% | -8% | 9% | -1% |
| O=C(CS(=O)(=O)c1cn(CC(=O)N2CCOCC2)c2ccccc12)Nc1ccccc1 | -21 | -9% | 7% | 1% | -2% | -7% |

One compound at a time, as listed above. Order of screens: HCMV antiviral | AmpC inh no detg | FBPA Giardia inh | AmpC detergent | Sm TGR inh | AMA1 RON2 block
Entry for Nc1nnc(SCC(=O)Nc2cccc(S(N)(=O)=O)c2)s1 : -26 | -21% | -9% | 3% | -2% | 6%
Entry for Cc1cc(C)n2ncc(C(=O)Nc3ccc(Cl)c(Cl)c3)c2n1 : -13 | -5% | -1% | 3% | 18% | 0%
Entry for COc1ccc(Cc2nc3ccc(C(=O)N(C)CCCN4CCOCC4)cc3o2)cc1 : -39 | 77%[activator] | / | 0% | -1% | -14%

3 structures out of the list, sorted by molecular weight, low to high.
| molecule | HCMV antiviral | AmpC inh no detg | FBPA Giardia inh | AmpC detergent | Sm TGR inh | AMA1 RON2 block |
| --- | --- | --- | --- | --- | --- | --- |
| c1ccc(CSCCc2ccncc2)cc1 | -25 | -7% | 6% | 2% | -8% | 30% |
| Cc1ccc(NC(=O)c2ccc3nc[nH]c3c2)nc1 | 56 | -13% | / | 3% | 5% | 1% |
| O=C(CN1C(=O)C2CC=CCC2C1=O)NCc1cccs1 (stereo not drawn) | -33 | -3% | 1% | -1% | 29% | -8% |
